RAD54 branch: inhibitors of human RAD54 branch migration, primary screen, biochemical, fluorescence, single point | 360,000 tested, 0.14% active | RAD54 Holliday junction branch migration, FAM/BHQ fluorescence | inhibition, % at 10.4 µM;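 active = mean normalized replicate activity at least 40 and at least half of replicates scoring 40 or more; inconclusive = only one of the two criteria met; inactive = mean below 40 and under half of replicates reaching 40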;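 note: 0% = median of neutral control wells and 100% = median of positive control wells; inhibitors cause a drop in the FAM fluorescence signal; in these data hits start at about 50%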
ERAP1 HTS inh: human ERAP1 aminopeptidase inhibitors, primary screen, biochemical, single point, plate reader. Endoplasmic reticulum aminopeptidase 1 (Homo sapiens), Q9NZ08. recombinant ERAP1, Leu-AMC fluorescence, 60 min. inhibition, % at 10.7 µM. 340,000 tested, 0.15% active;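 active = mean replicate inhibition of at least 30%, or all replicates individually reaching that 30% level; inactive = mean below 30% and not every replicate reaching it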;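 note: 0% = neutral control wells and 100% = L-leucinethiol positive control wells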
RAD52 inh: RAD52 DNA annealing inhibitors, primary screen, biochemical, FRET, single point, set 2; DNA repair protein RAD52 homolog (Homo sapiens), P43351; recombinant RAD52 DNA annealing, FRET fluorescence; inhibition, % at 18.7 µM; 360,000 tested, 0.46% active;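 active = every replicate showing at least 50% inhibition; inconclusive = mean inhibition at least 50% but not in every replicate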
Target sequence (P43351 whole entry, looked up): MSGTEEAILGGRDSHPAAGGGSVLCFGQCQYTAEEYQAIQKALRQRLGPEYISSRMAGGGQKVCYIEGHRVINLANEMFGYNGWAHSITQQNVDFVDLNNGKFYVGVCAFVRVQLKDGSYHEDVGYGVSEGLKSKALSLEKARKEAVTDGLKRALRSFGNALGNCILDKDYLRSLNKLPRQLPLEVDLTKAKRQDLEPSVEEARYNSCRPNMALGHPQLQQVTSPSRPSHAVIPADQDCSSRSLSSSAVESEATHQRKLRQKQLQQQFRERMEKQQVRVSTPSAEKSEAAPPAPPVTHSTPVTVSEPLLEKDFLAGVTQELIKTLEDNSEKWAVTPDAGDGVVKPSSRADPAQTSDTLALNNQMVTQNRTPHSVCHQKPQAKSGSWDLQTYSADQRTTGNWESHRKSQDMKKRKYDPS
E-selectin induc: E-selectin induction in HUVECs, primary screen, imaging, HUVEC, immunofluorescence imaging, single point; 260,000 tested, 0.37% active; activation, % at 7.58 µM; normalized: neutral wells 0, TNF-alpha wells 100; AID 686992, 2013; P16581;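 active = mean E-selectin-positive cell signal at least 10% of the positive control, reached in at least 60% of replicates, without over 20% cell loss; inconclusive = no rule given, readout overlaps actives, possibly toxicity-flagged; inactive = the rest, including those meeting only one limit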;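 note: in these data hits start at about 27%; measured in HUVEC primary endothelial cells; signal is the percent of cells scored E-selectin positive by PE staining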
Target sequence (P16581 whole entry, looked up): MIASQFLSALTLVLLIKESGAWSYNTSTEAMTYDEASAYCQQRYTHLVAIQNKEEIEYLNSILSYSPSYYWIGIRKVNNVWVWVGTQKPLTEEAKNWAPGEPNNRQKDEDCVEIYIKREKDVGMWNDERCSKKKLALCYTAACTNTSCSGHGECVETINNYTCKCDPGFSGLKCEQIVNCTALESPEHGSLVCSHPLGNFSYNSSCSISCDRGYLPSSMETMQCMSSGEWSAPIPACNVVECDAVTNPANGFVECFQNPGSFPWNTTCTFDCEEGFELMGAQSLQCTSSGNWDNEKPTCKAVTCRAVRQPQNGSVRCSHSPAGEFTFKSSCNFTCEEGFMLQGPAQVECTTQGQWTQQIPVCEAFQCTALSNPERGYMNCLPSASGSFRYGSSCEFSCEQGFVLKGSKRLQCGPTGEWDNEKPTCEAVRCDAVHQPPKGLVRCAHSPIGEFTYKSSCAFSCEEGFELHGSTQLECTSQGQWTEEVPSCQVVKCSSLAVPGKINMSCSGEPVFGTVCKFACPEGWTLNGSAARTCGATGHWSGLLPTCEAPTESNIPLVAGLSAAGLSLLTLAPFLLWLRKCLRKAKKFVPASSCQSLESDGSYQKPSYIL
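Read-out: % PE-positive cells | Test system: HUVEC | Doses: One compound dose added by pin transfer | Buffer or medium: EGM-2 over gelatin coat | Signal: Immunofluorescence imaging | Benchmarks: TNF-alpha, DMSO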
PGC1a acetyl inh: inhibitors of PGC1a acetylation signal, primary screen, cell-based, U2OS, AlphaScreen, inhibitor mode. AlphaScreen anti-acetyl-lysine; with virally co-expressed GCN5 acetyltransferase. inhibition, % at 15.6 µM. 350,000 tested, 0.17% active. AID 651687, 2012;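 active = every replicate shows inhibition of at least 40%; inconclusive = mean inhibition at least 40% but some replicate below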;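 note: 0% = neutral control wells and 100% = positive control wells; some results beyond the cut were filed as inactive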
miR-122 sensor: miR-122 Renilla sensor signal increase in Huh7, primary screen, miR-122 inhibitor project, cell-based, single point, plate reader. Huh7 miR-122 Renilla luciferase sensor, 48 h; neutral wells = 0, positive control = 100. activation (reporter increase), % at 12.5 µM. 340,000 tested, 0.3% active;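 active = mean replicate activation score at least 90 and every replicate individually at or above 90; inconclusive = only one of the two criteria met; inactive = neither criterion met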;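 note: higher luciferase means less miR-122 activity so hits act as miR-122 inhibitors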
PglD DTNB: C. jejuni PglD acetyltransferase inhibitors, primary screen, biochemical, DTNB colorimetric, single point. 360,000 tested, 0.098% active. UDP-N-acetylbacillosamine N-acetyltransferase PglD (Campylobacter jejuni). inhibition, % at 12.5 µM. purified PglD enzyme, DTNB colorimetric CoA detection; in the data active = inhibition above about 16%, passing the limit was not always enough; inconclusive = no clear call, values can overlap the other calls; note: strong numbers were not always called active
Cneo AK release: Cryptococcus neoformans cell lysis inducers, primary screen, AK release luminescence, single concentration; 360,000 tested, 0.2% active; lysis activity, % at 15 µM; C. neoformans lysis, adenylate kinase release luminescence, 4 h; normalised: neutral wells 0, clomiphene wells 100; AID 651654, 2012;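 active = mean lysis activity across replicates of at least 80%, whatever share of replicates individually reach that level; inactive = mean lysis activity below 80%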
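Assay system: Cryptococcus neoformans yeast cells / Dosing: single-point compound dose / Timing: 4 h at 37 °C static, read 1 h later / Measured by: luminescence of released adenylate kinase using an AK detection reagent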
* marks the source's active call; other numbers are inactive results; ? = inconclusive; . = not tested or not shown; & = joins results of further samples; [ ] = another dose, or the depositor's remark. The order is random, and some 1.4% of all compounds hit somewhere here.

SMILES	RAD54 branch	ERAP1 HTS inh	E-selectin induc	PglD DTNB	PGC1a acetyl inh	miR-122 sensor	RAD52 inh	Cneo AK release
COC(=O)[C@@H]1[C@@H](CO)[C@@H]2Cn3c(ccc(C4=CCCCC4)c3=O)[C@@H]2N1C(=O)C1CCCC1	3.8	3.4	-0.1	1.5	.	.	3.0	0.5
N#C[C@@H]1[C@@H](c2ccc(C#CCC3CCCC3)cc2)[C@H](CO)N1C(=O)c1ccccn1	-2.7	-4.0	-0.7	1.6	-31.5	.	-84.4	-1.5
COc1ccc(-c2ccc([C@@H]3[C@@H](CO)N4C(=O)CN(Cc5ccccc5)C[C@@H]34)cc2)cc1	.	-0.7	0.2	.	-6.3	.	-5.5	.
CN(c1ncnc(N)c1[N+](=O)[O-])C1CCS(=O)(=O)C1 (stereo not given)	3.8	2.0	.	-1.4	?	.	-7.5	2.5
CN1CCN(c2ccc(CNC[C@H]3O[C@@H](n4cnc5c(=O)[nH]c(N)nc54)[C@H](O)[C@@H]3O)c(F)c2)CC1	-5.1	-1.6	0.0	-2.8	15.4	5.6	81.6*	1.1
CCCN(C)C[C@H]1OCCCC[C@@H](C)Oc2ccc(NC(=O)C3CCCCC3)cc2C(=O)N([C@H](C)CO)C[C@@H]1C	1.6	2.2	-0.1	2.3	7.0	9.4[16.7 µM]	8.3	0.1
C[C@@H]1CN([C@@H](C)CO)C(=O)c2cc(NS(=O)(=O)c3cn(C)cn3)ccc2O[C@H]1CN(C)S(C)(=O)=O	6.0	2.6	-5.5	0.7	13.3	1.3[16.7 µM]	6.5	52.7
Cc1ccccc1NC(=O)C1C2CCC(O2)C1C(=O)O (stereo not given)	-6.2	.	.	-2.5	1.3	2.3	.	0.9
CNC(=O)CCCCCNS(=O)(=O)c1ccc(C)cc1	0.0	.	.	0.4	1.9	-2.4	.	1.1
CSc1nnc(C(C)(C)C)c(=O)n1/N=C/c1ccc(Cl)cc1	-1.9	0.8	0.0	-5.7	-15.0	2.5	-6.1	8.6
CCc1cc(C(=O)N(CC(C)C)c2c(N)n(Cc3ccccc3)c(=O)[nH]c2=O)sc1C	4.3	1.6	.	-1.0	6.1	-3.1	-5.1	-0.1
COc1ccc(NC(=O)N(C)C[C@H]2OCCCC[C@H](C)Oc3ccc(NS(=O)(=O)c4cn(C)cn4)cc3C(=O)N([C@H](C)CO)C[C@@H]2C)cc1	-11.5&-2.3	0.6&0.6	-0.1	-3.3&1.6	6.9&-2.4	-1.0	-22.9&3.1	1.7&-1.8
COc1ccc(NC(=O)Nc2ccc3c(c2)C(=O)N([C@H](C)CO)C[C@@H](C)[C@H](CN(C)C(=O)Nc2c(C)noc2C)OCCCC[C@@H](C)O3)cc1	5.1	1.8	-0.3	-3.2	-3.1	1.2[16.7 µM]	11.5	-0.1
CCOC(=O)[C@H]1[C@H]2COc3ccc(OC)cc3[C@@H]2N2C(=O)CN(Cc3ccc(OC)cc3)C(=O)[C@@]12C	-2.3	2.6	0.4	-0.3	.	4.3	-13.2	1.5
COc1ccccc1CNC(=O)COc1ccccc1C	-1.1	0.5	0.0	-24.2	-8.8	-5.0	0.6	-0.8
C[C@@H]1CCCCO[C@@H](CN(C)Cc2ccncc2)[C@@H](C)CN([C@H](C)CO)C(=O)c2cc(NC(=O)Cc3ccccc3)ccc2O1	-5.8	0.9	0.0	4.0	27.6	5.0[16.7 µM]	-5.9	5.5
CC(OC(=O)CCC(=O)c1ccc(Cl)s1)C(=O)NC1(C#N)CCCCC1 (stereo not given)	6.6	-0.1	-0.1	0.4	2.6	3.4	-17.0	0.8
COc1ccc(NC(=O)c2ccc(NC(=O)c3cccs3)cc2)cc1	9.1	1.8	.	-2.4	-2.9	4.3	-16.2	1.0
Cc1ccc(-n2c(=O)cc(N3CCN(C(=O)c4ccco4)CC3)[nH]c2=O)cc1	1.5	5.7	-1.2	2.6	-4.6	5.1	-9.3	2.3
CC1CCCCN1C(=O)COC(=O)c1cc(Cl)c2c(c1)OCO2 (stereo not given)	-2.4	2.6	.	-3.6	6.7	-6.0	3.1	-0.4

Compound profiles (already shown). Order of values: RAD54 branch | ERAP1 HTS inh | E-selectin induc | PglD DTNB | PGC1a acetyl inh | miR-122 sensor | RAD52 inh | Cneo AK release
Record of `COC(=O)[C@@H]1[C@@H](CO)[C@@H]2Cn3c(ccc(C4=CCCCC4)c3=O)[C@@H]2N1C(=O)C1CCCC1` = 3.8 | 3.4 | -0.1 | 1.5 | . | . | 3.0 | 0.5
Record of `CCCN(C)C[C@H]1OCCCC[C@@H](C)Oc2ccc(NC(=O)C3CCCCC3)cc2C(=O)N([C@H](C)CO)C[C@@H]1C` = 1.6 | 2.2 | -0.1 | 2.3 | 7.0 | 9.4[16.7 µM] | 8.3 | 0.1
Record of `CN1CCN(c2ccc(CNC[C@H]3O[C@@H](n4cnc5c(=O)[nH]c(N)nc54)[C@H](O)[C@@H]3O)c(F)c2)CC1` = -5.1 | -1.6 | 0.0 | -2.8 | 15.4 | 5.6 | 81.6* | 1.1

(listing goes on)
SMILES	RAD54 branch	ERAP1 HTS inh	E-selectin induc	PglD DTNB	PGC1a acetyl inh	miR-122 sensor	RAD52 inh	Cneo AK release
COCC(=O)N1CCCCN2[C@@H](CO)[C@H](c3ccc(-c4ccc(OC)cc4)cc3)[C@@H]2C1	8.9	0.9	0.2	-7.7	4.6	0.3[16.7 µM]	-5.3	1.1
CCN(CC)S(=O)(=O)c1ccc(Cl)c(C(=O)NC2CCN(Cc3ccccc3)CC2)c1	-3.7	-0.6	.	-7.4	2.9	-16.1	-7.5	0.1
COc1ccc(S(=O)(=O)Nc2cc(C)cc(C)n2)c2ccccc12	-8.5	.	.	0.1	-5.1	-30.9	.	-1.5
C[C@H](NC(=O)c1ccco1)C(=O)Nc1nnc(SCc2ccccc2)s1	-12.2	0.8	0.1	1.7	-6.0	1.8	8.3	5.2
COc1ccc(S(=O)(=O)n2nc(OC(C)=O)cc2N(C(C)=O)C(C)=O)cc1	-7.1	0.6	.	4.9	-5.1	3.0	-34.0	-0.9
CC(Cc1ccccc1)NC(=O)C1CCCNC1=O (stereo not given)	5.7	-6.1	.	0.5	-4.6	-3.4	3.9	-1.2
COC(=O)c1ccc(CN2C(=O)NC3(CCCc4ccccc43)C2=O)o1 (stereo not given)	-10.6	.	.	-5.1	-7.0	0.1	.	0.7
C=C(C)c1cc2c(ccc3ccc(=O)oc32)o1	-1.9	0.6	.	-2.4	-1.7	-7.5	-12.1	0.0
Cc1ccc(S(=O)(=O)N(C)C[C@H]2Oc3c(NS(C)(=O)=O)cccc3C(=O)N([C@H](C)CO)C[C@@H]2C)cc1	-4.7	4.1	0.0	0.6	-0.3	-6.7[16.7 µM]	0.6	-1.5
Nc1ncnc2c1ncn2C1OC(CO)C(O)C1O (stereo not given)	-2.4	-2.1	5.3	-8.9	.	3.6	-0.1	3.8
O=S(=O)(c1cccc(Br)c1)N1CCN(CCc2ccccc2)CC1	-9.6	-3.5	.	2.9	-18.7	-4.1	-13.6	-0.6
N#C/C(C(=O)NCc1ccco1)=C1/SC=C(c2ccccc2)N1c1ccccc1	-5.1	.	.	6.0	-0.1	4.9	.	.
Cc1ccc(C(=O)NNC(=O)Cn2ccc(C(F)(F)F)n2)o1	-8.3	0.2	-0.4	3.1	.	16.7	4.7	7.4
CCCCc1c(O)nc(SCC(=O)N2CCCCCC2)[nH]c1=O	4.4	0.8	-6.2	-0.8	.	-2.7	-10.1	0.0
CC(=O)Nc1cccc(NC(=O)c2cccc(-c3ccc(O)cc3)c2)c1	11.3	-4.6	0.0	.	.	1.3	-11.6	-1.5
C[C@@H]1CN([C@H](C)CO)C(=O)c2cc(NC(=O)Nc3ccc4c(c3)OCO4)ccc2O[C@@H](C)CCCCO[C@H]1CN(C)Cc1ccc(C(F)(F)F)cc1	0.5	-1.1	0.2	6.3	9.1	2.7[16.7 µM]	8.5	3.4
O=C(OCc1ccc(O)cc1)c1c(-c2ccsc2)oc2ccc(N3CCOCC3)cc12	-0.3	-1.8	0.3	0.4	-7.4	4.5	0.0	0.3
O=C(NC1Cc2ccccc2C1)[C@H]1N[C@H]2c3cccc(=O)n3C[C@H]2[C@@H]1CO	-6.5	-3.1	-0.2	2.0	.	.	1.0	-3.2
COCC(=O)N(C)C[C@@H]1Oc2ncc(C#Cc3ccc(OC)cc3)cc2C(=O)N([C@@H](C)CO)C[C@H]1C	4.0	-1.9	-0.3	0.2	0.7	-6.6[16.7 µM]	1.7	1.3
Cc1nn(-c2nnc(NCc3ccccc3)nn2)c(C)c1Br	6.3	.	.	7.4	-0.9	25.8	.	-4.4
O=C(N/N=C\c1cccnc1)c1cc(-c2ccccc2)nc2c(Cl)cccc12	-2.3	-0.7	.	0.2	3.0	-11.1	-7.2	7.8
N#C[C@@H]1[C@@H](c2ccc(-c3ccccc3F)cc2)[C@@H](CO)N1C(=O)Cc1ccccc1	-4.8	6.5	0.5	2.7	-3.7	.	-0.7	-2.2
CCOC(=O)OCC(=O)C1(O)CCC2C3CCC4=CC(=O)CCC4(C)C3C(O)CC21C (stereo not given)	3.1	2.7	-0.1	0.8	.	-5.4	-10.0	-0.3
O=C(O)c1ccc(NC(=O)c2ccc(COc3ccccc3)o2)cc1	-5.3	2.0	0.0	1.2	.	.	-16.5	-0.1
COn1c(-c2ccc(Cl)cc2Cl)nc2ncccc21	.	6.4	.	.	-7.3	-5.8	-13.7	.
CC(=O)N1[C@H](C(=O)NC2CCC2)[C@@H](CO)[C@@H]2Cn3c(ccc(-c4ccccc4)c3=O)[C@@H]21	0.9	.	-0.3	1.6	.	1.1[16.7 µM]	6.5	-1.0
O=C(NC1CCCC1)c1ccc(Br)o1	-4.3	.	.	1.4	8.8	-4.8	.	-0.5
Cc1ccc2nc(N3CCN(c4ccccc4)CC3)c(C=O)c(=O)n2c1	-1.0	-2.8	.	6.8	13.0	-2.1	-17.4	0.5
Cc1cc(S(=O)(=O)Nc2c(C)nn(C)c2C)c(Cl)cc1Cl	3.7	.	.	3.1	0.8	1.9	-18.9	-2.7
N=c1c2c3c(sc2nc2n1CCCCC2)CCCCC3	-0.8	.	.	2.7	-17.1	1.5	.	-2.3
O=C(N/N=C/c1sc(=O)[nH]c1-[n+]1ccc2ccccc2c1)c1ccccc1[O-]	-13.8	2.5	12.5	0.5	.	9.5	-18.3	-0.1
C[C@@H]1CN([C@@H](C)CO)C(=O)c2cccc(NS(=O)(=O)c3cccs3)c2O[C@@H]1CN(C)C	-8.0	-0.4	0.5	-2.0	8.8	1.2[16.7 µM]	-16.0	7.1
COc1ccccc1C(=O)c1ccccc1C(=O)c1ccccc1	.	4.3	0.3	.	7.0	4.4	-9.4	.
CCN(CC)C(=O)C1=C(C)N(CCCOC)C(=O)C(CC(=O)NCc2cccs2)C1 (stereo not given)	5.4	7.1	1.4	0.4	19.3	-3.6	-7.8	2.6
N#C/C(=C\c1ccccc1OCC(=O)O)c1nc2ccccc2[nH]1	4.4	5.4	.	-1.7	7.7	5.0	-50.5	-0.9

Screens as filed in PubChem BioAssay.
